# SENP1 inh = SENP1 (human) catalytic domain inhibition; Q9P0U3; recombinant SENP1 catalytic domain, CyPet-SUMO1-YPet FRET cleavage; inhibition, % at 10 µM; hit rate 0.21% among 360,000; AID 624204;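 active = inhibition at least 30% at 10 µM, raw YFP signal under a set limit, fluorescence ratio 0.5 to 1.5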;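 also: 0% = enzyme with DMSO and 100% = no enzyme wells; some results filed as inactive read as strong as hits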
#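 System: Recombinant human SENP1 catalytic domain, His6-tagged | Incubation: Enzyme reaction for 50 min at room temperature, dark | Medium: Tris pH 8 with BME, BSA, NP40 and catalase | Also added: 25 nM SUMO1 FRET substrate | Compound: 10 µM single point, 0.5% DMSO | Measured by: FRET fluorescence in CFP and YFP emission channels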
# GRIN3A LBD mod = modulates the human NR3A ligand-binding domain; hit rate 2.5% among 340,000; AID 1259313; NR3A LBD differential scanning fluorimetry, Tm shift; 0% = protein alone, 100% = glycine-bound protein; Tm shift relative to glycine control, % at 25 µM;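 active = melting temperature shift of at least 10% of the positive control shift, at one fixed dose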
# hIAP activ = human IAP activation; P09923; purified human IAP, CDP-Star luminescence, 30 min; hits give high values; 1 = vehicle-only enzyme, 0 = enzyme-free background; activation factor at 10 µM; hit rate 0.16% among 330,000; AID 2524;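 active = activation factor of the enzyme at least 2-fold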; also: the source names both 10 and 20 µM as test concentration; values of inactives mirror those of a sister screen read the other way
# MPTP inh = blocks calcium-induced mitochondrial swelling | hit rate 1.4% among 360,000 | isolated mouse mitochondria, Ca2+ swelling absorbance, 30 min | AID 602449 | inhibition, % at 10 µM;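 active = inhibition of 50% or more, scaled per plate between neutral and stimulator controls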;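 also: 0% = DMSO wells given calcium and 100% = 1 mM EGTA wells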
# SENP8 block = SENP8 (human) protease inhibition; Q96LD8; recombinant SENP8, Nedd8 substrate fluorescence; inhibition, % at 20 µM; hit rate 0.64% among 360,000; AID 602440; in the data active = inhibition mostly above about 40%, no sharp cut-off; inactive = mostly below about 27%
# Target sequence (Q96LD8 whole entry, looked up): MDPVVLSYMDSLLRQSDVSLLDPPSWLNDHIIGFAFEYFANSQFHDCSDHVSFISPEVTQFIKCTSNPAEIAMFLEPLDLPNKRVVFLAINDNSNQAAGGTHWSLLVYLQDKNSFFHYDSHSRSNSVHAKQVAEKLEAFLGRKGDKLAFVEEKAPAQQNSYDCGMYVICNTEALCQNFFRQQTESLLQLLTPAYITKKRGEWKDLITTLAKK
# PfG6PD inh = PfG6PD (Plasmodium falciparum) enzyme inhibition. PfGluPho enzyme, NADPH resazurin-diaphorase fluorescence. inhibition, % at 20 µM. hit rate 0.78% among 350,000. AID 504690;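 active = inhibition reaching at least a set limit at 20 µM in the primary screen, cut at about 59% in these data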;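 also: 0% = DMSO wells with substrate and 100% = DMSO wells lacking glucose-6-phosphate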
# ATG4B inh = inhibitors of human ATG4B cysteine protease | inhibition, % at 8.33 µM | ATG4B cleavage of LC3-PLA2, NBD-HPC fluorescence, 1 h | hit rate 0.51% among 340,000 | Q9Y4P1 | AID 504462; in the data active = inhibition above about 40%
# Target sequence (Q9Y4P1 whole entry, looked up): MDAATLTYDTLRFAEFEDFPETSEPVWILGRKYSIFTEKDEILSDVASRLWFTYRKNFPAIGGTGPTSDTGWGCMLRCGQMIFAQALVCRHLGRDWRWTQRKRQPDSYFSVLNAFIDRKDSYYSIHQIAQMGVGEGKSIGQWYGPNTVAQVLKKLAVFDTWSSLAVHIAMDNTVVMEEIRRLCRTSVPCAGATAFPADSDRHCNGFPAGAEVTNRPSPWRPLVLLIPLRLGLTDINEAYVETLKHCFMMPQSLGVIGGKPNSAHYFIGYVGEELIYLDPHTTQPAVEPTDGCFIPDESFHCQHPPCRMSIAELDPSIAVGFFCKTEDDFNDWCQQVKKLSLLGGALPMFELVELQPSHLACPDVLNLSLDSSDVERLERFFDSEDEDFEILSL
# SENP6 inh = inhibitors of human SENP6 protease | hit rate 1.8% among 330,000 | inhibition, % at 10 µM | Q9GZR1 | Recombinant SENP6 catalytic domain, aminoluciferin luminescence;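 active = inhibition above about 50% at the single tested dose, limit read from the data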;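 also: plate controls were DMSO wells with enzyme for no effect and DMSO wells lacking enzyme for full effect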
# Target sequence (Q9GZR1 628-1112 limits assumed): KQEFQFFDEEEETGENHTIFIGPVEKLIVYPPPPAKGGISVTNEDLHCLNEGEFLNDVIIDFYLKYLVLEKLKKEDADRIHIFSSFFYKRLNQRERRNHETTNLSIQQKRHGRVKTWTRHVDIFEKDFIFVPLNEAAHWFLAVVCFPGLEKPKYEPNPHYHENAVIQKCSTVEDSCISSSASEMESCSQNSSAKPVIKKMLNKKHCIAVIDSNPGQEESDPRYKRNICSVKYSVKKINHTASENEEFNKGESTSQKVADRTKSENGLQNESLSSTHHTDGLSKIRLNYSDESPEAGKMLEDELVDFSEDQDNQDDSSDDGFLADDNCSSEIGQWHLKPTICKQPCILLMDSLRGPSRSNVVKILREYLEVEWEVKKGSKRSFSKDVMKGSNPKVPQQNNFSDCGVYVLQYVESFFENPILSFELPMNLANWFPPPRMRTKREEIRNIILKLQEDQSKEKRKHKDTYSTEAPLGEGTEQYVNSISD
# Active calls of the source: *; i = inactive; . = no result given; & = joins results of further samples. Some of the compounds tested; rates above refer to the full screens.
SMILES,SENP1 inh,GRIN3A LBD mod,hIAP activ,MPTP inh,SENP8 block,PfG6PD inh,ATG4B inh,SENP6 inh
COc1cc(C(=O)NC(=S)N2C[C@H]3C[C@H](C2)c2cccc(=O)n2C3)cc(OC)c1OC,0,0,0.94,7.2,35,2,6,2
CCn1c(=O)n(CC)c2cc([N+](=O)[O-])c(N3CCNCC3)cc21,-1,1,0.94,3.3,5,11,-8,-24
C=CCN1C(=O)/C(=C/c2ccc(N3CCOCC3)o2)C(=O)NC1=S,40*,0,0.88,0.2,10,24,1,-1
Cc1cccc(Cn2cc(C=O)c3ccccc32)c1,-1,1,1,3.2,9,2,-3,-1
COc1cc(C(=O)NN=Cc2ccc(N(CCCl)CCCl)cc2)cc(OC)c1OC,-7,-3,.,-0.9,i,-15,-8,.
CN(C)c1ccc(/C=C2/C(=O)NC(=O)N(Cc3ccco3)C2=O)cc1,-16,2,1.1,7.8,6,13,1,-22
CCCNS(=O)(=O)c1ccc(OCC(=O)N2CCN(Cc3ccccc3)CC2)cc1,-1,0,1,0.9,24,-22,-6,14
Cc1c(C(=O)c2cccc3ccccc23)c2cccc3c2n1[C@H](CN1CCOCC1)CO3,1,-7,1.1,-1.2,10,25,-11,-8
NCC(O)c1ccc(O)cc1 (configuration not stated),0,-1,0.85,-3.5,3,-26,0,2
N=C1c2ccccc2CN1NC(=O)c1ccc(F)cc1,3,2,1.2,-0.6,9,-3,-1,3
O=C(/C=C/c1ccccc1)c1c(O)n(CCc2ccccc2)c(=O)[nH]c1=O,-2,-26,1.1,-1.9,24,3,-4,4
O=c1[nH]c(=S)n(-c2ccccc2F)c(O)c1C=NCCN1CCNCC1,-1,0,0.99,0.2,20,17,0,2
OC(c1ccccc1)(c1ccccc1)C1CCNCC1,1,1,1,-5.1,18,-3,-2,-8
CCS(=O)(=O)N1CCC(C(=O)N2CCC3(CC2)OCCO3)CC1,2,1,1.1,-1.0,5,-1,2,-7
CCCCN1C(=O)/C(=C/C=C/c2ccco2)C(=O)NC1=S,-15,-2,.,-1.0,1,-5,44*,.
COc1ccc(-n2c(=O)[nH]c3ccccc3c2=O)c(OC)c1,-2,-2,1.2,0.3,12,17,-14,-10
O=C1CN=C(c2cccc(Br)c2)c2cc(Br)ccc2N1,1,0,0.81,1.5,13,41,0,-6
CCOC(=O)c1c(C)n(Cc2ccco2)c2ccc(OC)cc12,0,1,0.99,-7.7,9,3,-2,3
ClCCOCCCl,3,0,1,-1.3,15,-10,-6,13
CN1C[C@H](CNC(=O)OCc2ccccc2)C[C@@H]2c3cccc4c3c(cn4C)C[C@H]21,21,-2,1.1,1.3,-40,6,-4,7
O=C(c1cc(C(=O)NCc2ccccc2)c(=O)n(Cc2ccccc2)c1)c1cc(Cl)ccc1O,-43,13*,1.1,82*,-47,-24,15,-4
O=C(N/N=C1/CN2CCC1CC2)c1cc2ccccc2cc1O,-25,-4,0.97,0.8,-7,-8,-14,25
COC(=O)C1=C(c2c(C)noc2C)C[C@@H]2CC[C@H]1N2C(=O)NC1CC1,1,1,0.98,-0.2,19,3,-14,3
OC1/C(=C/c2ccccc2C(F)(F)F)N2CCC1CC2 (configuration not stated),1,-1,1,-0.5,7,3,-8,-7
CCC1(CC)C(=O)C=CNC1=O,-2,-3,0.86,-0.5,7,1,1,-6
Cc1c(C(=O)O)cccc1-n1c(C)cc(/C=C2\C(=O)NC(=O)N(c3ccc4c(c3)OCO4)C2=O)c1C,-14,-1,1.1,-3.5,-3,13,-1,-12
N[C@@H](Cc1c[nH]c2ccccc12)c1nnc(SCc2ccc(F)cc2)o1,1,13*,.,-1.2,15,-6,-6,.
O=C1NC(=O)C(Cc2ccccc2)(Cc2ccccc2)C(=O)N1Cc1ccccc1,4,-2,.,1.7,16,33,20,.
COC(=O)C1=C(c2ccc(S(C)(=O)=O)cc2)C[C@@H]2CC[C@H]1N2C(=O)N1CCC(C)CC1,0,2,0.86,-1.1,14,5,-5,-5
O=[N+]([O-])c1ccccc1CNCCc1c[nH]c2ccccc12,1,1,0.96,2.4,22,5,-3,4
O=C(O)CCCOc1ccc(Cl)cc1Cl,0,-2,.,-3.5,5,-5,7,.
FC(F)(F)c1ccc(CN2CCNCC2)cc1,5,-2,0.86,0.1,5,-5,-3,10
N#Cc1c(/N=C/c2c(O)n(Cc3ccco3)c(=O)[nH]c2=O)sc2c1CCCC2,-26,-10,0.91,2.7,13,5,28,-24
CCNC(=S)N1CCn2cccc2C1c1cccnc1 (configuration not stated),0,-3,0.94,0.0,20,1,7,4
O=c1c2ccccc2[nH]c(=S)n1-c1ccc2c(c1)OCO2,0,0,1,2.9,5,2,-7,9
O=C(OCC(=O)c1ccc([N+](=O)[O-])cc1)/C(=C/c1ccc(Cl)cc1)NC(=O)c1ccccc1,1,-2,0.98,5.0,-28,45,-5,-9
O=C1NC(=O)C(=Cc2ccc(Sc3ccccc3)o2)C(=O)N1,-5,-1,0.83,24,18,59,5,5
C=CCn1c(O)c(C(CC)=NCc2ccc3c(c2)OCO3)c(=O)[nH]c1=O,5,-4,0.94,2.3,26,-2,-2,5
Cc1nn(C)cc1/C=C1/CC2C3CC=C4CC(O)CCC4(C)C3CCC2(C)C1=O (configuration not stated),4,-3,1.1,-1.8,47*,-18,-21,-2
Cc1ccc(CNCCc2ccc(F)cc2)s1,1,-1,0.93,0.5,10,4,-7,5
c1cnc(N2CCNCC2)nc1,4,7,1.1,-1.6,2,3,-3,-4
COC(=O)C1=C(c2ccc(F)cc2F)C[C@@H]2CC[C@H]1N2C(=O)NCc1ccco1,-7,0,0.84,0.4,4,8,-15,-8
CN1CC(C(=O)c2ccc(F)cc2)C(c2c(F)cccc2Cl)C1 (configuration not stated),3,0,1,-3.3,-4,-2,-3,-1
CC(C)(C)c1ccc(C(=O)C2CCCN(Cc3ccon3)C2)cc1 (configuration not stated),-1,0,1,1.4,15,-2,2,-13
CCN(CC)CCN=Cc1c(O)n(CCc2ccccc2)c(=O)[nH]c1=O,-17,5,1,-0.1,14,6,-11,10
COC1C(O)C(C)OC(OC2CCC3(C=O)C(CCC4C3CCC3(C)C(C5=CC(=O)OC5)CCC43O)C2)C1O (configuration not stated),3,1,.,0.7,67*,-1,-17,.
O=C/C=C/c1ccccc1,2,0,0.91,0.7,37,4,-4,-4
C[N+]1(CC(COCc2ccccc2)OC(=O)Cc2ccccc2)CCOCC1 (configuration not stated),1,4,1,-1.5,0,-16,11,5
CCC(C(=O)N1CCC2(CC1)OCCO2)c1ccccc1 (configuration not stated),2,-3,1,0.5,7,-15,6,-11
Cn1c(O)c(/C=N/N2CCOCC2)c(=O)[nH]c1=S,.,0,1.2,.,.,-1,5,-17
COC(=O)C1=C(c2ccc(OC)c(OC)c2)C[C@@H]2CC[C@H]1N2C(=O)NC1CCCCC1,-1,-3,1.2,1.3,13,-1,6,10
COc1ccccc1-n1c(O)c(C=Nc2c(C)n(C)n(-c3ccccc3)c2=O)c(=O)[nH]c1=O,-1,1,1.1,-1.0,-15,-20,-1,7
CN(C)C(=O)Oc1ccc(-c2cn3cc(C(F)(F)F)ccc3n2)cc1,0,-1,1.1,1.0,-292,40,-4,7
CN1CC2=CC(O)CC3Oc4c(O)ccc(c4[C@]23C)C1 (some centres not stated),-1,0,0.89,0.7,12,-2,-10,0
CNC(=O)c1cccn(Cc2cccc(C(F)(F)F)c2)c1=O,-1,0,0.89,0.8,-306,27,-13,7
COC(=O)C1=C(c2ccc(C(C)=O)cc2)C[C@@H]2CC[C@H]1N2C,2,-1,1,2.0,10,-4,-9,3
O=C(Nc1ccccc1Cl)OC1CN2CCC1CC2 (configuration not stated),1,2,0.94,0.5,13,-4,17,-14
O=c1oc2ccccc2c(O)c1C(c1ccc([N+](=O)[O-])cc1)c1c(O)c2ccccc2oc1=O,0,-1,.,42,-4,-2,16,.
Oc1ccc2c3c1OC1[C@H](O)CC[C@@]4(O)[C@@H](C2)N(CC2CC2)CC[C@]314 (some centres not stated),1&1,0&-3,1,-0.2&0.5,-10&-3,12&5,-4&-7,-4
COc1ccc(C(=O)OC2C[C@H]3CC[C@@H](C2)N3O)cc1OC (some centres not stated),0,-1,1,-0.7,6,-1,-5,7
# Continuation.
SMILES,SENP1 inh,GRIN3A LBD mod,hIAP activ,MPTP inh,SENP8 block,PfG6PD inh,ATG4B inh,SENP6 inh
CCc1nccc2c1[nH]c1ccccc12,0,0,1,-1.4,1,7,-34,3
CC(=NC1CCN(Cc2ccccc2)CC1)c1c(O)n(C)c(=O)n(C)c1=O,-5,-6,1.2,-2.3,15,-7,-4,-12
O=C(Nc1ccc(Cl)c(Cl)c1)c1ccco1,2,5,1,-0.4,10,11,5,56*
CCOC(=O)CCCCCNC(=O)c1c(O)[nH]c(=O)[nH]c1=O,0,-1,0.89,-0.7,4,-5,-1,-3
O=C1NC(=O)C(CCc2ccncc2)(c2ccccc2)C(=O)N1,0,-1,0.89,-0.2,14,-12,6,-8
Cc1cccn2c(=O)c3c(nc12)N1CCCCCC1C1(C3)C(=O)N(C)C(=O)N(C)C1=O (configuration not stated),3,0,1,1.1,-202,-9,-5,-15
COc1ccc(CC2C(=O)NC(=O)NC2=O)c(OC)c1,0,0,0.94,-5.4,-18,-2,-2,7
CC1[C@H]2Cc3ccc(O)cc3[C@]1(C)CCN2C (some centres not stated),0,-2,.,0.9,9,10,4,.
CCCC12CN3CCN(CC(C3)/C1=N\NC(=O)c1ccncc1)C2,0,7,1.1,0.7,5,-2,4,-15
Cc1cc(C)c(C2=NOC(O)(C(F)(F)F)C2)c(=O)[nH]1 (configuration not stated),-1,-3,1.2,-1.0,-153,-4,2,-17
Cc1cccc(N2CCc3c2nc2ccccc2c3N)c1,-31&-31,3&-3,0.99&0.9,3.4&0.2,-419,30&21,-6&-12,-5&5
N#C/C(=C\c1ccc(O)cc1)C(=O)O,-4&-6,1,.,-1.5&-1.4,3&-2,-10,4,.
COc1cc2c(cc1OC)C(C(=O)NCCC(C)C)C1CCCCN1C2=O (configuration not stated),1,0,1,-1.6,-1,-18,4,6
O=C1Nc2ccccc2Oc2ccccc21,1,.,.,0.2,10,10,.,.
Cc1c(Oc2cc(NN3CCCCC3)c([N+](=O)[O-])cc2[N+](=O)[O-])cccc1[N+](=O)[O-],3,2,0.98,-2.3,40,4,-6,-1
CN(Cc1ccccc1)C(=O)CN1CCCC1=O,0,0,0.84,0.4,3,-19,-2,-3
N[C@@H](Cc1ccc(N(CCCl)CCCl)cc1)C(=O)O,-8,-3,1.1,-0.9,-78,5,2,-2
COC(=O)C1=C(c2ccc(F)cc2F)C[C@@H]2CC[C@H]1N2C(=O)NCCCOC(C)C,0,-1,0.85,1.2,1,18,2,-10
O=C(Cc1ccccc1)N1CCN(Cc2ccc([N+](=O)[O-])cc2)CC1,4,0,1.1,-1.0,15,-7,1,-10

# Compounds above containing a nitro group on carbon:
SMILES,SENP1 inh,GRIN3A LBD mod,hIAP activ,MPTP inh,SENP8 block,PfG6PD inh,ATG4B inh,SENP6 inh
CCn1c(=O)n(CC)c2cc([N+](=O)[O-])c(N3CCNCC3)cc21,-1,1,0.94,3.3,5,11,-8,-24
O=[N+]([O-])c1ccccc1CNCCc1c[nH]c2ccccc12,1,1,0.96,2.4,22,5,-3,4
O=C(OCC(=O)c1ccc([N+](=O)[O-])cc1)/C(=C/c1ccc(Cl)cc1)NC(=O)c1ccccc1,1,-2,0.98,5.0,-28,45,-5,-9
O=c1oc2ccccc2c(O)c1C(c1ccc([N+](=O)[O-])cc1)c1c(O)c2ccccc2oc1=O,0,-1,.,42,-4,-2,16,.
Cc1c(Oc2cc(NN3CCCCC3)c([N+](=O)[O-])cc2[N+](=O)[O-])cccc1[N+](=O)[O-],3,2,0.98,-2.3,40,4,-6,-1
O=C(Cc1ccccc1)N1CCN(Cc2ccc([N+](=O)[O-])cc2)CC1,4,0,1.1,-1.0,15,-7,1,-10

# Bioassay records: PubChem BioAssay, Sanford-Burnham Center for Chemical Genomics
